# Screens from PubChem BioAssay.
# ABHD5 PLIN5 PPI – blocks binding of human ABHD5 to perilipin-5 | Q00G26+Q8WTS1 | Split G. princeps luciferase complementation, luminescence, 4 h | inhibition, % at 4 µM | 360,000 tested, 0.78% active;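 active = inhibition above the mean inhibition across every tested compound plus 3 SD, cut at about 22% in these data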;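 also: 0% = DMSO only wells and the 100% control is not disclosed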
# Cardio protect – myocardial damage modulation in H9c2 cells; H9c2 cardiomyocytes, H2O2 injury protection, ATPLite, 2 h; protection from H2O2 cell death, % at 20 µM; 360,000 tested, 0.63% active; AID 588492;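 active = compounds giving at least 50% protection of heart cells from peroxide-induced death in the single-dose screen, raw or plate-pattern-corrected value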;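 also: 0% = DMSO wells with peroxide and 100% = DMSO wells without peroxide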
# ABCB6 inh 2 – blocks the human ABCB6 transporter; K562-ABCB6 porphyrin accumulation, flow cytometry, 1 h; hits give low values; AID 602162; Q9NP58; 360,000 tested, 0.19% active; fluorescence ratio to DMSO, % at 10 µM;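 active = fluorescence ratio to DMSO below 75%, the collection mean minus 3 SD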;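 also: signal is porphyrin accumulated inside mitochondria; 100% equals median channel fluorescence of DMSO control wells; lower ratio means ABCB6 inhibition with less porphyrin fluorescence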
# MC4R antagonist – human MC4R antagonism in cAMP assay; inhibition, % at 6.5 µM; AID 540295; 360,000 tested, 0.48% active; P32245; MC4R-expressing cells, MTII-stimulated cAMP, LANCE TR-FRET;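 active = inhibition above its plate's cutoff, the mean of tested wells on that plate plus 3 SD, cut at about 29% in these data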;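 also: 0% = Melanotan II alone and 100% = Melanotan II plus saturating MCL0020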
#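 Assay system: human MC4R-expressing U2OS cells; reagent: Melanotan II stimulation of cells; dosing: 6.5 µM single dose; timing: compound 30 min, challenge 1 h, detection 1 h; signal: TR-FRET cAMP assay; replicates: one well per compound, no replicates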
# TLR9-MyD88 inh – blocks human TLR9 binding to MyD88; Q9NR96+Q99836; CHO BLA complementation TLR9-MyD88, CCF4 FRET ratio; inhibition, % at 4.98 µM; 340,000 tested, 0.21% active; AID 504734;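 active = inhibition above the mean over all tested compounds plus 3 SD, cut at about 21% in these data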;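 also: 0% = DMSO only wells and 100% = clavulanate BLA inhibitor control wells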
# HTR2A ag – mouse HTR2A agonism via beta-arrestin recruitment; CHO-K1 mHTR2A beta-arrestin complementation, luminescence; percent of 30 µM serotonin response; activation, % at 7.6 µM; 360,000 tested, 0.66% active; AID 624169;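 active = activation above a run cutoff, the mean activation of all tested compounds plus 3 SD, cut at about 14% in these data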;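 also: 0% = plate median of compound wells and 100% = 30 µM serotonin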
# NOD2-RIPK2 inh – NOD2-RIPK2 protein interaction inhibition. inhibition, % at 4.98 µM. CHO BLA complementation NOD2-RIPK2, CCF4 ratio. O43353. AID 624267. 360,000 tested, 0.38% active; in the data active = inhibition above about 21%;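 also: 0% = vehicle only and 100% = reference blocker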
# MC4R barr agon – human MC4R agonism via beta-arrestin; P32245; U2OS MC4R beta-arrestin complementation, luminescence; percent of melanotan II response, DMSO zero; activation, % at 8.9 µM; 360,000 tested, 0.98% active;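 active = activation above a per-plate cutoff, the mean activation of sample wells on that plate plus 3 SD, cut at about 8% in these data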
# Glyco luc inh – blocks N-linked glycosylation in D54 reporter cells; D54 ERlucT glycosylation luciferase reporter, 24 h; percent of 100 nM tunicamycin response; reporter increase, % at 12.5 µM; 360,000 tested, 0.23% active; AID 588692;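 active = mean luciferase reporter signal, scaled so untreated is 0 and the glycosylation-blocking control 100, at or above a set limit in every replicate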;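 also: luciferase carries N-glycosylation sites so blocking glycosylation raises the light; 0% = median of neutral control wells and 100% = median of 100 nM tunicamycin wells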
# NCOA2 inhibitor – human SRC2 (NCOA2) inhibition | Q15596 | HEK293 GAL4-SRC2 luciferase reporter, luminescence | inhibition, % at 9 µM | 370,000 tested, 0.17% active | AID 651957;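 active = inhibition above the mean inhibition of all tested compounds plus 3 SD, set per campaign, cut at about 52% in these data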;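 also: 0% = DMSO treated cells and 100% = cells given Gossypol at 36 µM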
# Target sequence (Q15596 whole entry, looked up, the tested form may be a part): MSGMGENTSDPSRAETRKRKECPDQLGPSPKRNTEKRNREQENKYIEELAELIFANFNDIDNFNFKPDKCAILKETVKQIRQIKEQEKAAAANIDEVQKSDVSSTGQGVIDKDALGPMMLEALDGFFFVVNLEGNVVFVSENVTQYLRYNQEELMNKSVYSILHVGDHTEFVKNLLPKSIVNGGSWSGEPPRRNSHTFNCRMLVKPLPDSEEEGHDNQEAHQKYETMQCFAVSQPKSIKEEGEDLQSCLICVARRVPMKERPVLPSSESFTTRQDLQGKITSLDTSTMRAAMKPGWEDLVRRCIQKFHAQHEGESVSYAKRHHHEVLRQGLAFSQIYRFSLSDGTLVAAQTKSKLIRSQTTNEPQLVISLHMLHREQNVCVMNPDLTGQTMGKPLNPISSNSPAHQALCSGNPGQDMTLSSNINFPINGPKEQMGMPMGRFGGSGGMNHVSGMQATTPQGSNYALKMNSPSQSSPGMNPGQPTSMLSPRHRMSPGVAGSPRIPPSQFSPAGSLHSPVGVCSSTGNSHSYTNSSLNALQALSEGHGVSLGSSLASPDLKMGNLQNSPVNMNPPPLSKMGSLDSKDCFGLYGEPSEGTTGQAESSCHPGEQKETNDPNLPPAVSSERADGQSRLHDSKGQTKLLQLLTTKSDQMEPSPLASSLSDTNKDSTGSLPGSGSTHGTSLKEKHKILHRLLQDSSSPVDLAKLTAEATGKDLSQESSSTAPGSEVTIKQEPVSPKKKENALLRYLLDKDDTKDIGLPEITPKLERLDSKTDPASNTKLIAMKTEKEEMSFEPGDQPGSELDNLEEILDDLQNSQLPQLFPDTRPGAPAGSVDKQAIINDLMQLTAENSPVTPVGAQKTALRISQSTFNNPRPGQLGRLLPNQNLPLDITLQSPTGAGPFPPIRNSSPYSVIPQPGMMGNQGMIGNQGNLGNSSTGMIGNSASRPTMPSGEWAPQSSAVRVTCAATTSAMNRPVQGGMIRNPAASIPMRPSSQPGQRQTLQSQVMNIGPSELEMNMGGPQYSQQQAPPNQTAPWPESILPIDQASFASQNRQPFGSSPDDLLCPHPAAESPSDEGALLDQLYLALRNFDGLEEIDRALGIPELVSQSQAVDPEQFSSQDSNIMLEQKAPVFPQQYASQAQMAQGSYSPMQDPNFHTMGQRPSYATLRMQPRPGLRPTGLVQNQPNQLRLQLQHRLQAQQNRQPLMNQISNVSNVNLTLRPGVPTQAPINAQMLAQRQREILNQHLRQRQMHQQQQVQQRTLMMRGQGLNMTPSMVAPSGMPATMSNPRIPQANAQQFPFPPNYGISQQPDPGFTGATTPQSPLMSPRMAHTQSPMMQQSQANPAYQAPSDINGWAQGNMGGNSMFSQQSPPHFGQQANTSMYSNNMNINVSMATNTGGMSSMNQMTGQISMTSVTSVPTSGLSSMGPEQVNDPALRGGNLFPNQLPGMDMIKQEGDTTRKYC
# Active calls of the source: *; x = no result given. Only part of the results is shown (hit frequency here may not be typical).
SMILES,ABHD5 PLIN5 PPI,Cardio protect,ABCB6 inh 2,MC4R antagonist,TLR9-MyD88 inh,HTR2A ag,NOD2-RIPK2 inh,MC4R barr agon,Glyco luc inh,NCOA2 inhibitor
CCN(CC(=O)Nc1ccc(OC)cc1)CC(=O)Nc1ccc2c(c1)OCO2,19.1,-9.1,87.0,3.0,-1.8,-2.2,-8.1,2.1,-1.2,-31.2
Nc1nnc(SC2CC(=O)N(c3ccccc3)C2=O)s1 (configuration not stated),6.2,-37.5,95.0,1.1,0.0,-0.3,2.3,-2.4,1.2,-2.9
COC(=O)C1C(c2ccc(OC)c(OC)c2)NC(c2ccc(OC)c(OC)c2)C(C(=O)OC)S1(=O)=O (configuration not stated),-3.0,3.0,96.0,-6.3,-2.8,-2.3,-1.8,-0.1,-1.0,-0.6
CCC(C(=O)N1CCOCC1)n1nc(C)c2sc3ccccc3c2c1=O (configuration not stated),-4.8,-0.9,100.0,10.7,-4.2,-0.5,-5.6,0.4,0.8,-15.6
CCCC1(C)C(C#N)C(=O)NC(=O)C1C#N (configuration not stated),4.3,0.4,95.0,7.0,-14.3,-0.4,-4.9,-0.1,0.3,20.2
COc1ccc(-c2nc(NC(=O)CCNC(=O)c3ccco3)sc2C)cc1,-1.6,-3.1,98.0,-18.6,-0.5,-2.3,6.8,-4.2,-2.2,-8.3
CCc1nnc(NC(=O)CSc2nc3c(cc2C#N)CCCC3)s1,0.9,-17.0,105.0,8.5,4.1,11.3,7.6,-0.1,1.8,-62.0
Cc1ccc(-c2cc(Cc3ccncc3)c(=O)[nH]n2)cc1,3.4,-3.8,98.0,4.2,x,-1.8,8.0,-0.4,1.1,15.5
C[C@H](CO)N1C[C@H](C)[C@@H](CN(C)S(=O)(=O)c2cccs2)Oc2c(NS(=O)(=O)c3ccccc3)cccc2C1=O,1.4,2.9,98.0,22.3,-5.3,-5.5,6.8,0.1,-2.3,-16.8
CCCCC(CC)C(=O)O (configuration not stated),1.2,2.4,95.0,1.6,7.4,11.4,-12.5,-1.1,-0.7,-2.1
COc1ccc(CCn2c(-c3cccc([N+](=O)[O-])c3)nc3nc4ccccc4nc32)cc1,1.8,-1.0,103.0,-5.9,-1.9,2.1,2.9,0.3,0.9,-18.1
Cc1ccc(-n2nnnc2SCC(=O)N2CCCCC2)cc1,-3.1,-1.3,91.0,7.4,-0.8,5.1,-13.6,0.3,-3.0,-13.7
O=C(NOCc1ccccc1)c1ccc([N+](=O)[O-])cc1,-4.3,-6.5,97.0,0.5,-5.1,5.0,-2.9,-1.9,-9.5,-87.3
CCS(=O)(=O)c1ccc(O)c(NC(=O)COc2ccccc2)c1,-5.4,0.2,93.0,5.3,-3.5,-2.2,2.5,0.0,-1.1,-17.9
COc1cc(C)cc2c1OC(c1ccccc1)CC2=O (configuration not stated),2.0,4.6,102.0,1.0,-7.7,4.2,4.9,-1.2,4.0,-27.8
Fc1cccc(/C=N/Nc2ccc3ccccc3n2)c1,2.8,-14.9,98.0,5.4,7.2,-1.4,-7.5,-3.7,-15.2,-23.8
Cc1nn2c(NCCCN3CCOCC3)c3c(nc2c1-c1ccccc1)CCC3,14.7,17.5,95.0,0.6,5.9,-3.9,0.7,-1.7,3.3,-7.0
COc1ccc(CC(=O)Nc2ccc3c(c2)CCC3)cc1,-3.6,3.9,105.0,22.2,-3.8,-4.3,1.4,0.4,-0.9,-32.7
CCc1cc(C(=O)N/N=C/c2ccc(O)cc2O)c2ccccc2n1,5.3,53.0*,100.0,-0.1,-9.4,-0.7,-2.1,-3.8,-7.6,20.2
O=C(CSc1ccc(-c2cccs2)nn1)c1cccs1,-3.7,-7.2,96.0,-5.5,-9.5,4.4,1.1,0.6,2.6,-65.6
CNS(=O)(=O)c1cccc(C(=O)OCC(=O)c2c(N)n(Cc3ccccc3)c(=O)n(C)c2=O)c1,-5.7,-1.3,91.0,4.6,-6.3,-6.9,-1.9,-0.2,-1.6,10.2
COc1cc(C(=O)Nc2nc(-c3ccc(Cl)cc3)c(C)s2)ccc1OCC(=O)Nc1ccc(F)cc1,0.4,-16.0,98.0,10.9,-0.9,3.0,5.0,5.2,-7.2,7.2
CCOc1ccccc1N(CC(=O)NC1CCCC1)C(=O)CCCC(=O)Nc1ccccn1,-1.3,2.5,97.0,1.3,5.7,6.7,0.8,-2.0,0.3,-3.5
O=C(NC(=S)NNC(=O)c1cccs1)c1ccc(Br)o1,-1.6,12.4,95.0,3.9,-3.5,4.5,-5.0,-2.1,3.5,-25.9
Cc1cnc(NC(=O)c2ccc(-c3ccc([N+](=O)[O-])cc3)o2)s1,0.7,3.5,95.0,7.8,-7.4,1.3,-6.8,-2.3,2.1,4.8

# Quoted from the listing:
# MC4R barr agon with `C[C@H](CO)N1C[C@H](C)[C@@H](CN(C)S(=O)(=O)c2cccs2)Oc2c(NS(=O)(=O)c3ccccc3)cccc2C1=O` : 0.1
# NOD2-RIPK2 inh with `Cc1ccc(-c2cc(Cc3ccncc3)c(=O)[nH]n2)cc1` : 8.0

# Additional entries follow.
SMILES,ABHD5 PLIN5 PPI,Cardio protect,ABCB6 inh 2,MC4R antagonist,TLR9-MyD88 inh,HTR2A ag,NOD2-RIPK2 inh,MC4R barr agon,Glyco luc inh,NCOA2 inhibitor
O=C(NC1CCCCCC1)C1CCN(C(=O)c2ccc(Cl)cc2)CC1,3.7,-3.4,97.0,9.0,2.3,-4.6,-7.9,-1.9,-1.7,-13.3
COc1ccc(C(CNC(=O)COc2c(C)cc(C)cc2C)N2CCOCC2)cc1 (configuration not stated),2.3,5.0,91.0,9.3,-4.1,-2.7,12.2,2.1,-2.6,-21.1
Nc1c(N(Cc2ccco2)C(=O)c2ccc(Cl)cc2)c(=O)[nH]c(=O)n1Cc1ccccc1,-2.5,1.3,101.0,5.0,-1.9,-7.0,-4.9,-1.4,1.3,-26.6
O=C(NC1(c2ccccc2)CC1)C1CCC(=O)N(Cc2ccc(Cl)cc2)C1 (configuration not stated),0.1,7.5,98.0,1.9,-4.8,-3.1,-10.8,-0.7,-1.4,-8.0
c1ccc2nc3c(nc2c1)OCC1CCCCN31 (configuration not stated),-6.9,-2.2,98.0,23.5,-5.4,5.5,6.8,0.8,-1.7,-36.3
c1ccc(Nc2nc3ccccc3n3nnnc23)cc1,-5.4,27.9,120.0,-6.0,-4.9,6.6,-5.5,3.0,1.7,-52.0
CC(C)(C)c1ccc(C(=O)/C=C2\NC(=O)CS2)cc1,-8.3,-38.3,94.0,-3.9,10.4,-8.9,0.4,1.9,-8.7,-59.0
Cn1cc(S(=O)(=O)N2CCN(Cc3ccccc3)CC2)c(=O)n(C)c1=O,9.3,7.9,102.0,0.7,4.1,9.2,-18.8,0.8,0.3,-4.0
O=C(Nc1ccccc1)c1cccc(N2CCCC2=O)c1,6.4,-13.6,112.0,6.0,1.4,6.1,-6.4,0.6,-2.0,-43.6
O=C(CCSc1nnc(-c2ccncc2)o1)Nc1ccccc1Cl,-3.1,-2.2,104.0,8.3,-4.0,1.5,16.4,0.9,3.1,-7.4
Cc1ccccc1-c1nc(CS(=O)(=O)CC(=O)NCc2ccccc2)c(C)o1,3.4,-7.0,99.0,16.3,1.2,4.7,-10.8,3.1,-2.9,4.3
Cc1cc(OCC(=O)NCc2cccnc2)c2c(C)cc(=O)oc2c1,2.2,2.2,95.0,0.4,12.5,5.7,2.8,-0.7,2.0,13.2
CCn1c(CC(=O)Nc2ccccc2)nnc1SCc1nc2ccccc2c(=O)[nH]1,1.2,24.8,98.0,16.1,-2.2,0.2,-6.5,-2.9,-8.3,12.9
Cc1ccc(S(=O)(=O)Oc2ccccc2/C=C2\SC(=O)NC2=O)cc1,3.8,-6.8,105.0,6.4,4.0,-1.7,-10.6,-0.9,0.8,-8.0
Cc1ccc(S(=O)(=O)N2[C@H](CC(=O)c3ccccc3)OC[C@@H]2C)cc1,5.7,x,x,x,x,10.9,-21.8,x,x,-14.2
OCCOCCn1c(C(CO)Nc2nc(-c3ccccc3Br)cs2)nc2ccccc21 (configuration not stated),1.1,-2.7,100.0,9.9,8.5,-1.8,-4.3,-0.2,18.7,-7.9
O=C(COC(=O)/C=C/c1cccs1)Nc1cccc(S(=O)(=O)N2CCCC2)c1,-3.9,-7.7,101.0,5.1,9.2,-3.3,2.6,-1.6,0.6,-18.1
COc1cc(C2C(C(=O)c3cccs3)=C(O)C(=O)N2CCN2CCOCC2)ccc1OCCC(C)C (configuration not stated),-0.2,4.4,96.0,7.7,x,4.9,-3.4,-0.8,1.6,-19.4
CC1(C)CC(C#N)(N2CCOCC2)CCO1 (configuration not stated),-1.4,0.1,101.0,8.3,-3.6,-0.5,-3.5,0.2,-0.3,-18.8
CCCCN(C(=O)Cc1ccc(S(=O)(=O)N2CCOCC2)s1)c1ccccc1,-1.3,-1.0,97.0,6.9,3.9,1.9,-5.5,-1.0,-1.2,3.2
O=C(CSc1ccc(-c2ccco2)nn1)N1CCCCC1,12.4,2.6,99.0,-9.1,-3.0,2.8,-4.0,-2.1,0.6,-17.5
CC(C)Oc1ccc(CN2CCC2(C)C(=O)NCc2ccc(C(F)(F)F)cc2)cc1 (configuration not stated),-3.0,-6.8,95.0,9.4,x,1.2,0.0,0.0,-4.9,1.0
CC(C)c1ccc(N2C(=O)CC(Sc3ncccn3)C2=O)cc1 (configuration not stated),-1.9,-2.8,100.0,4.0,-11.1,6.7,-1.9,-1.6,-0.1,19.3
CN(C)c1nc(N)nc(CSc2nc3cc(Cl)ccc3o2)n1,-0.3,-7.8,96.0,9.3,3.9,-0.5,-2.8,3.7,1.9,-5.5
CCO[C@@H]1OC(C(=O)N2CCN(Cc3ccccc3)CC2)=C[C@H](c2csc3ccccc23)[C@H]1CCCO,7.0,6.4,98.0,13.1,-4.6,0.4,-0.7,0.7,-4.2,-0.8
CCN1CCCC1CNC1=NCCCCC1 (configuration not stated),6.4,1.9,81.0,1.7,1.4,5.1,-9.2,1.1,-1.4,5.7
Cc1ccc2nc(SCC(=O)Nc3cc(C(C)(C)C)nn3-c3ccccc3)[nH]c2c1,-8.1,-6.1,106.0,8.5,-1.6,-2.3,0.4,3.2,-5.0,-9.0
CCN1CCN(Cc2c(C(=O)N/N=C(\C)c3ccc(Cl)cc3)nnn2-c2nonc2N)CC1,3.6,3.0,104.0,9.0,3.2,1.6,-3.1,-0.5,-0.8,2.0
CCCNC(C)C(=O)Nc1ccccc1C (configuration not stated),-12.8,-1.9,101.0,2.1,-1.3,0.3,-6.7,-1.3,0.5,-13.4
CCc1ccc(N=c2c([N+](=O)[O-])nn(-c3ccccc3)n2O)cc1,-1.3,1.7,99.0,-2.4,-5.7,-1.4,2.3,0.1,1.3,x

# Only ABHD5 PLIN5 PPI and NOD2-RIPK2 inh (2 entries from above):
structure	ABHD5 PLIN5 PPI	NOD2-RIPK2 inh
O=C(NC1CCCCCC1)C1CCN(C(=O)c2ccc(Cl)cc2)CC1	3.7	-7.9
O=C(NC1(c2ccccc2)CC1)C1CCC(=O)N(Cc2ccc(Cl)cc2)C1 (configuration not stated)	0.1	-10.8
